14-3-3 PPI – modulators of 14-3-3 gamma protein binding, primary screen, biochemical, fluorescence polarization; 160,000 tested, 0.19% active; inhibition, % at 40 µM; 14-3-3 protein gamma (Homo sapiens), P61981; FP, 14-3-3gamma / TMR-pS259-Raf peptide binding; in the data active means inhibition above about 30%;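 further: 0% = protein plus tracer without compound and 100% = blank with tracer alone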
Target sequence (P61981 whole entry, looked up): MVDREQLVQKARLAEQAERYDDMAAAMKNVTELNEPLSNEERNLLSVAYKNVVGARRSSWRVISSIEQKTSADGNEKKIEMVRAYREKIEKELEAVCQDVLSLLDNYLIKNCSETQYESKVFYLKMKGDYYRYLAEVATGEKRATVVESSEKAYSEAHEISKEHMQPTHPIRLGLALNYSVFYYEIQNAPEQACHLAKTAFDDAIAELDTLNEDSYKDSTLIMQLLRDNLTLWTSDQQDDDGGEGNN
An asterisk follows results filed as active; & = joins results of further samples.

14-3-3 PPI	structure
-2.2	COc1ccc(Cl)cc1C(=O)Nc1cc(=O)n(C)c(=O)n1C
11.3	CCc1ccc(C(=O)NC(Cc2c[nH]c3ccccc23)C(=O)O)cc1 (centres undefined)
-0.7	Cc1cc(C)c(NC(=O)Cn2c(=O)n(Cc3ccco3)c(=O)c3ccccc32)c(C)c1
3.0	COc1cccc2cc(-c3nc4ccccc4[nH]3)c(=Nc3ccccc3C)oc12
2.7	O=C(CCN1C(=O)C2C3C=CC(CC3)C2C1=O)N1CCN(c2cccc(C(F)(F)F)c2)CC1 (centres undefined)
-4.1	COc1ccc(-c2nnn(CC(=O)N(CC(=O)NC3CCCC3)Cc3cccs3)n2)cc1OC
-1.9	COc1ccc2c(c1)CCc1c(C(=O)Nc3cc(C)n(Cc4ccc(Cl)cc4)n3)noc1-2
-2.4	COc1ccc(NC(=O)CCCC2=NS(=O)(=O)c3ccccc3N2)cc1Cl
-16.1	O=C(CSc1nc2sc3c(c2c(=O)[nH]1)CCCC3)NCc1ccccc1
-0.2	O=C(c1ccc(S(=O)(=O)N2CCCCC2)cc1)n1cnc2ccccc21
-2.2	O=C(Nc1cccc(Br)c1)c1ccc2snnc2c1
-3.7	CCOc1ccc(C(=O)N2CC(=O)Nc3ccc(Cl)cc3C2c2ccccc2)cc1 (centres undefined)
-19.1	Oc1[nH]c2ccccc2c1C1=NCCCC1
1.5	COc1cc(C(=O)N2c3ccccc3CC2C)cc(OC)c1OC (centres undefined)
0.8	COc1ccc(C(=O)n2ccc(C)n2)cc1Br

No new results follow: an excerpt of the list.
14-3-3 PPI	structure
1.5	COc1cc(C(=O)N2c3ccccc3CC2C)cc(OC)c1OC (centres undefined)
0.8	COc1ccc(C(=O)n2ccc(C)n2)cc1Br

The list goes on:
14-3-3 PPI	structure
-5.5	O=C(O)c1cccc(-c2cc3ccccc3oc2=O)c1
-4.3	COC(=O)c1cnn2c(C(F)(F)F)cc(-c3ccccc3)nc12
-8.5	COC(=O)c1ccc(COC(=O)C23CC4CC(CC(O)(C4)C2)C3)o1
-80.2	O=S(=O)(Nc1cc(Cl)ccc1N1CCCCC1)c1cccs1
-2.0	O=C(CN1CCc2ccccc2C1)N1CCCc2c1c(=O)oc1ccc(O)cc21
2.0	COc1ccc(C)cc1NC(=O)CSc1nnc(COc2ccc(Cl)cc2)n1Cc1ccco1
-2.8	CCCS(=O)(=O)c1c(S(=O)(=O)CCC)c2c(C)cc(C)cn2c1C(=O)c1ccc(OC)cc1
-2.1	CCCCN(CC)C(=O)C1c2cc(OC)c(OC)cc2C(=O)N2CCc3ccccc3C12 (centres undefined)
-10.2	CSc1nc2c(c(=O)[nH]1)C(c1ccccc1)C1=C(CCCC1=O)N2 (centres undefined)
-4.0	O=C(CC1Nc2c3ccccc3nc(=S)n2C1=O)N1CCN(c2ccccc2F)CC1 (centres undefined)
7.7	CCCCNC(=O)C1CCC(=O)N(c2ccc(OC)cc2)C1c1ccc(F)cc1 (centres undefined)
0.3	COc1ccc(N2COc3ccc(Cl)cc3C2)cc1
-11.9&-2.5	COc1ccc(-c2nc3cc(NC(=O)Cc4ccc(OC)c(OC)c4)ccc3o2)cc1
-3.7	CCc1ccc(C2CC(c3ccccc3C)n3nnnc3N2)cc1 (centres undefined)
-8.2	Cc1ccc(C2CC(C(F)(F)F)n3ncc(C(=O)Nc4cccc(Cl)c4)c3N2)cc1 (centres undefined)
-73.2	CCCCCCc1cc2cc(C(=O)NC)c(=N)oc2cc1O
-16.8	Cc1cccc(NC(=O)C2C3C=CC4(O3)C2C(=O)N(C2CCC(C)CC2)C4C(=O)NC2CCCC(C)C2C)c1 (centres undefined)
1.3	Cc1ccc(S(=O)(=O)N(C)Cc2ccc(-c3nnc4n3CCC4)cc2)cc1
-4.1	COC(=O)c1[nH]c2ccccc2c1NC(=O)CN1CCN(Cc2ccc3c(c2)OCO3)CC1
-1.1	COC(=O)c1ccc(NC(=O)C2CC3c4ccccc4C2c2ccccc23)cc1 (centres undefined)
-7.2	COc1ccc2nc(N3CCC(C(=O)N4CCOCC4)CC3)sc2c1
-5.2	COCCNC(=O)c1cnn2c(C)c(Cc3cccc(Br)c3)c(C)nc12
-7.7	O=C(Nc1ccccc1C(=O)N1CCCCC1)c1cccc(S(=O)(=O)N2CCCC2)c1
-6.9	N#Cc1cccc(Nc2c3c(nc4ccccc24)CCCC3)c1
-8.4	Cn1c(=O)nc2n(-c3ccc([N+](=O)[O-])cc3)c3ccccc3cc-2c1=O
-129.6	Cc1cc(Oc2coc3cc(OCC(=O)OC(C)C)ccc3c2=O)cc(C)c1Cl
-1.7	Cc1cccc(NC(=O)CSC2=NN3CCCC(=O)N=C3S2)c1C
-8.2	Cc1ccc(C)c(CSC2=NCCN2C(=O)c2ccc(S(=O)(=O)N(C)C)cc2)c1
-9.8	CCOC(=O)C1=C(C)N=C2SCCC(=O)N2C1c1cccs1 (centres undefined)
1.3	Cc1ncsc1C(=O)NCc1ccc(N2CCCC2=O)cc1
5.3&-8.6	O=C(NCc1cccnc1)C1c2ccccc2C(=O)N1C1CCCC1 (centres undefined)
3.2	CCOc1ccc(NC(=O)CSc2nnc(Cc3cccn3C)n2-c2ccc(OC)cc2)cc1
0.8	Clc1ccccc1-c1nnc2sc(-c3cccs3)nn12
-4.3	O=C(Nc1ccc([N+](=O)[O-])cc1)c1cccc(F)c1
-6.3&-16.9	O=C1CCCc2c1[nH]c1ccccc21
-32.1	COC(=O)c1c(C)oc2ccc(N(C(=O)c3ccncc3)S(=O)(=O)c3cccc([N+](=O)[O-])c3)cc12
-0.1	c1ccc(-c2nnc(CN3CCOCC3)o2)cc1
-27.5	Brc1ccc(Oc2ccccc2)cc1Oc1ccccc1
-2.6	CC(=O)CC1(OC(C)=O)C(=O)N(C)c2ccccc21 (centres undefined)
7.8	NC(=O)CN(c1ccc(Cl)cc1)S(=O)(=O)c1ccccc1
-0.3	CCc1ccc(CNC(=O)c2cn(C)c(=O)c3c2c2ccccc2n3C)cc1
-5.3	Cc1nn(-c2ccccc2)c(Cl)c1C(=O)NCC(=O)O
0.6	O=c1c2sccc2nc(SCc2nc3ccccc3[nH]2)n1-c1ccc(Br)cc1
-3.1	CC1CCN(c2nc3c(c(=O)[nH]c(=O)n3C)n2CCSc2ncccn2)CC1
-0.7	Cc1ccc(C)c(NC(=O)c2ccccc2F)c1
-11.2	N#Cc1c(N)n(-c2ccc(C(=O)O)cc2)c2nc3ccccc3nc12
-6.0	CC(C)(C)c1[nH]nc2c1C(c1ccncc1)C(C#N)=C(N)O2 (centres undefined)
3.6	O=C1CC(c2ccc(S(=O)(=O)NCCOc3ccccc3)cc2)CN1 (centres undefined)
-0.8	Cc1ccc(S(=O)(=O)C2(C(=O)N3CC(C)CC(C)C3)CC2)cc1 (centres undefined)
-13.8	Cn1c(SCC(=O)Nc2cccc3ccccc23)nc(O)cc1=O
-13.6	C=C(C)c1cccc(C(C)(C)NC(=O)N2CCN(c3cccc(C(F)(F)F)c3)CC2)c1
-71.9	CCOc1cccc(C=Nc2ccc(-c3nc4ncccc4o3)cc2)c1O
23.8	COc1cc(C(=O)NCC(=O)O)cc(OC)c1OC
-7.6	CCN1C(=O)/C(=C/N(C)C)c2ccccc21
-10.4	Cc1cccc(NC(=O)c2cn(-c3ccc(Cl)cc3)c(=O)c3ccccc23)n1
-1.6	CCOC(=O)Cn1c(=O)sc2ccccc21
0.1	Cn1c(/N=C/c2c(O)ccc3ccccc23)nc2ccccc21
-30.1	COC(=O)c1c(-c2cccc(C)c2)csc1NC(=O)C1C2CCC(C2)C1C(=O)O (centres undefined)
-6.2	CCCOc1ccc(C(=O)Nc2ccc(Cl)c(-c3nc4ncccc4o3)c2)cc1
-4.1	CC(=O)Nc1ccccc1C(=O)C(=O)NCc1ccc2c(c1)OCO2

Further results
14-3-3 PPI	structure
6.1	CC(C)(C)c1ccc2c(c1)N(CC(=O)N1CCN(c3cccc(C(F)(F)F)c3)CC1)C(=O)CO2
-249.1	Cc1ccc2c(c1)C1C=CCC1C(c1ccc(N)cc1)N2 (centres undefined)
-1.5	Cc1ccc(C)c(C2Nc3ccccc3NC3=C2C(=O)CC(c2cccs2)C3)c1 (centres undefined)
-3.2	O=C(Cn1c(=S)[nH]c2ccccc2c1=O)N1CCOCC1
-2.4	O=C(O)/C(=C/c1c(C(=O)O)[nH]c2cc(Cl)cc(Cl)c12)c1ccccc1
-3.2	CCOc1ccccc1CNc1nc2nc3c(c(=O)n2[nH]1)CCC3
-3.4	O=C(c1ccc(C(=O)N2CCOCC2)s1)N1CCOCC1
-0.3	CC1(C)CC(=O)C2=C(C1)Nc1ccccc1NC2c1cccs1 (centres undefined)
4.7	N#Cc1ccc(CSc2nnc(-c3ccccn3)n2-c2ccccc2)cc1
-1.7	CCC1CCCCN1C(=O)CSc1nnc(CNC(=O)c2ccco2)o1 (centres undefined)
0.0	COc1cc2c(cc1OC)C(C(=O)NCCCN1CC(C)CC(C)C1)C(c1cccnc1)N(C)C2=O (centres undefined)
-4.3	Cc1ccc(-n2c(=O)c3sccc3n(CC(=O)N3CCCCCC3)c2=O)cc1
-12.6	O=C(Nc1ccc2c(c1)C(=O)c1ccccc1C2=O)c1ccc(Br)o1
3.7	CCn1c(=O)cc(OCC(=O)N2CCCC2)c2ccccc21
-4.0	CCN(C(=O)Cc1c(C(=O)O)[nH]c2ccccc12)c1cc(OC)ccc1OC
-38.7	COc1ccc(S(=O)(=O)N=C2C=C(Nc3ccccc3OC)C(=O)c3ccccc32)cc1
1.4	CN(CCO)CC(O)Cn1cnc2c1c(=O)n(C)c(=O)n2C (centres undefined) (tested in a mixture with another compound)
-5.2	CCOC(=O)c1[nH]c2ccccc2c1NC(=O)c1ccccc1I
2.5	Clc1ccc(COn2nnc3ccccc32)c(Cl)c1
-251.2	CCS(=O)(=O)Nc1ccc(C2=NN(S(C)(=O)=O)C(c3ccc(C)cc3)C2)cc1 (centres undefined)
-9.6	COc1cccc(C(=O)Nc2nc3ccc(Br)cc3s2)c1
-35.8	O=c1c(Oc2ccccc2F)coc2cc(OCc3cnn(-c4ccccc4)c3)ccc12
2.0	COc1cccc(-n2c(SCC(=O)Nc3ccccc3F)nc3c([nH]c4ccccc43)c2=O)c1
-30.3	C/C(O)=C\c1nc(=O)c2c(C)cc(C)nc2n1-c1ccccc1
-3.8	COc1ccccc1-n1c(SCC(=O)NC2CCCC2)nc2cccnc21
0.2	Cn1c(C(=O)NCc2cccs2)cc2c(=O)[nH]c3ccccc3c21
5.5	COc1ccc2nc(N3CCC(C(=O)NCCC(C)C)CC3)sc2c1
5.1	Cc1nc2ccccc2c(=O)n1CCCn1ccnc1
-0.2	CC(C)CN(CC(C)C)C(=O)C1c2ccccc2Oc2ccccc21
-9.6	COc1ccc(COC(=O)c2n[nH]c3ccccc23)cc1F

Sorted by formula weight (rising): part of the list above.
14-3-3 PPI	structure
5.1	Cc1nc2ccccc2c(=O)n1CCCn1ccnc1
2.5	Clc1ccc(COn2nnc3ccccc32)c(Cl)c1
-9.6	COc1ccc(COC(=O)c2n[nH]c3ccccc23)cc1F
-30.3	C/C(O)=C\c1nc(=O)c2c(C)cc(C)nc2n1-c1ccccc1
1.4	CN(CCO)CC(O)Cn1cnc2c1c(=O)n(C)c(=O)n2C (centres undefined) (tested in a mixture with another compound)
0.2	Cn1c(C(=O)NCc2cccs2)cc2c(=O)[nH]c3ccccc3c21
5.5	COc1ccc2nc(N3CCC(C(=O)NCCC(C)C)CC3)sc2c1
-9.6	COc1cccc(C(=O)Nc2nc3ccc(Br)cc3s2)c1
-4.0	CCN(C(=O)Cc1c(C(=O)O)[nH]c2ccccc12)c1cc(OC)ccc1OC
-12.6	O=C(Nc1ccc2c(c1)C(=O)c1ccccc1C2=O)c1ccc(Br)o1
-251.2	CCS(=O)(=O)Nc1ccc(C2=NN(S(C)(=O)=O)C(c3ccc(C)cc3)C2)cc1 (centres undefined)
-35.8	O=c1c(Oc2ccccc2F)coc2cc(OCc3cnn(-c4ccccc4)c3)ccc12
-5.2	CCOC(=O)c1[nH]c2ccccc2c1NC(=O)c1ccccc1I
-38.7	COc1ccc(S(=O)(=O)N=C2C=C(Nc3ccccc3OC)C(=O)c3ccccc32)cc1
2.0	COc1cccc(-n2c(SCC(=O)Nc3ccccc3F)nc3c([nH]c4ccccc43)c2=O)c1

The list continues:
14-3-3 PPI	structure
-7.5	COc1ccc(-n2c(=S)[nH]c3cc(C(=O)NCc4ccc5c(c4)OCO5)ccc3c2=O)c(OC)c1
-16.1	O=[N+]([O-])c1ccc(N2N=C(c3ccccc3)CC2c2ccc(F)cc2)cc1 (centres undefined)
-5.3	CC1(C)CC(=O)c2cc(C(=O)NCc3ccco3)c(=O)n(-c3ccc(Cl)cc3)c2C1
-0.6	CCOC(=O)Cn1c(=O)c2c(nc(Br)n2Cc2ccccc2)n(C)c1=O
-12.9&2.6	Cc1cc2ccccc2c(=O)n1CC(=O)NCC(=O)N1CCCC1
-0.1	O=C1C(c2ccccc2F)N(C2CCCC2)C(=O)CN1C1CCCCCC1 (centres undefined)
-7.3	Cc1ccc2c(c1)N(CCC(=O)O)C(=O)CO2
-9.9	CC1CC(=O)N(c2ccc(N3CCCCCC3)c([N+](=O)[O-])c2)C1=O (centres undefined)
-5.8	COC(=O)c1cc(NC(=O)c2ccc(Cl)cc2[N+](=O)[O-])cc(C(=O)OC)c1
3.6	COc1ccc(-c2nnc(SCC(=O)N3CCCC3)o2)cc1OC
-3.5	Cc1cc(=O)[nH]c(SCn2nnc3ccccc3c2=O)n1
-2.8	CCOC(=O)c1c(NC(=O)CCC(=O)OC)sc2c1CCCC2
-3.7&-4.6	CCS(=O)(=O)N1CCC(C(=O)N2CCOCC2)CC1
2.0	COC(=O)c1ccc(OCC2c3cc(OC)c(OC)cc3CCN2C(=O)c2cccc(Cl)c2)cc1 (centres undefined)
-7.2	CCOC(=O)c1cc[n+](CC(=O)c2cc3ccccc3oc2=O)cc1
-2.9&-2.1	CCCn1c2c(c(O)c(C(=O)Nc3ncccc3C)c1=O)CCCC2
-6.7	Oc1ccc(C=Nc2cccc3ncccc23)c(O)c1
0.3	CCOC(=O)c1cc2n(c1C)-c1ccccc1C2=O
-4.8	O=C(c1ccco1)N1CCN=C1SCc1c(F)cccc1Cl

Assay outcomes (PubChem BioAssay)

This is a subset, so the mix of outcomes need not match the whole.
